T cruzi growth: blocks T. cruzi growth in NIH3T3 culture | actives 5.9% (n = 77,000) | AID 624255 | inhibition, % at 8.34 µM | T. cruzi beta-gal in NIH3T3, GalScreen luminescence, 90 h;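 active = mean inhibition above about 93%, with at least 55% of replicates each passing it, limit read from the data, passing the limit was not always enough; inconclusive = only one of those two conditions holds; inactive = neither condition holds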
GASC1 inh: KDM4C (human) demethylase inhibition; Q9H3R0; GST-KDM4C 2-372, H3K9me3 peptide, LANCE TR-FRET; actives 0.15% (n = 96,000); inhibition, % at 12.5 µM; AID 720574;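 active = mean replicate inhibition above about 25%, with at least 55% of replicates also reaching it, limit read from the data, passing the limit was not always enough; inconclusive = only one of those two conditions met; inactive = neither condition met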
Target sequence (Q9H3R0 2-372 limits assumed): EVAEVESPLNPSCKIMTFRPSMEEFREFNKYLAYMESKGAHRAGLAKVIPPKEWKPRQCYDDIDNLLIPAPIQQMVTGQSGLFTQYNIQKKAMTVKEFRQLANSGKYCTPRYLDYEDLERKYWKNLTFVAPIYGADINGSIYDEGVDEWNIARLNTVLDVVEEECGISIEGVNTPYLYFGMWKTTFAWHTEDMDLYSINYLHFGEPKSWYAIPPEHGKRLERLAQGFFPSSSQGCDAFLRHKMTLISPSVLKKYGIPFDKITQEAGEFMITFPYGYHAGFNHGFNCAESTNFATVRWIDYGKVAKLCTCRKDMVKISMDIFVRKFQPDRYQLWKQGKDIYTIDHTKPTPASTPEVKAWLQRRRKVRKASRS
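Material: GST-tagged GASC-1 (JMJD2C) catalytic fragment, aa 2-372. Input: enzyme final amount 10 nM. Medium: HEPES buffer, pH 7.5, plus ascorbate. Reagent: H3K9me3 peptide substrate, Fe(II), 2-oxoglutarate. Doses: single dose. Times: reaction 30 min RT, detection step 1 h RT. Measured by: LANCE TR-FRET. Evaluation: Fall in 671/618 emission ratio as inhibition.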
Pf Dd2 inh: blocks growth of Plasmodium falciparum Dd2 parasites; activity change, % at 10 µM; actives 2.3% (n = 94,000); P. falciparum Dd2 growth, SYBR Green, 72 h; hits give low values; in the data active = activity change below about -80%; inconclusive = no clear call, values can overlap the other calls
C diff HTS: blocks growth of Clostridium difficile; growth activity, negative = inhibition, % at 16 µg/mL (by protocol); Clostridium difficile clinical isolate growth, OD600, 24 h; hits give low values; actives 0.25% (n = 86,000);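 active = mean growth activity at or below -80% and every replicate also at or below -80%; inconclusive = mean at or below -80% but some replicate above -80%; inactive = mean growth activity above -80%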;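 note: 0% = DMSO wells and -100% = levofloxacin 16 µg/mL wells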
The depositor's hits bear a star; ? = inconclusive; . = no result given; & = joins results of further samples.

SMILES	T cruzi growth	GASC1 inh	Pf Dd2 inh	C diff HTS
Cc1noc(C)c1S(=O)(=O)N(C)C[C@H]1OCCCC[C@@H](C)Oc2ccc(NC(=O)NC3CCCCC3)cc2C(=O)N([C@@H](C)CO)C[C@H]1C	99	0.7	-67	4
CCC(=O)Nc1ccc2c(c1)OC[C@@H](C)N(Cc1ccccn1)C[C@H](C)[C@H](OC)CN(C)C2=O	36	0.7	-22	.
CO[C@H]1CN(C)C(=O)c2ccc(NC(=O)Nc3ccc(Cl)cc3)cc2OC[C@H](C)N(C)C[C@H]1C	-52	-0.4	.	-4
CNC[C@H]1Oc2cc(-c3cccnc3)ccc2S(=O)(=O)N([C@H](C)CO)C[C@@H]1C	.	0.1	-45	-1
Cc1ccc(S(=O)(=O)N[C@@H]2CC[C@@H](CC(=O)NC3CCCCC3)O[C@H]2CO)cc1	-26	-1.0	1	-1
CCCN(C)C[C@H]1Oc2ncc(C#CCN(C)C)cc2C(=O)N([C@@H](C)CO)C[C@H]1C	-7	0.3	10	6
C[C@@H]1CN([C@@H](C)CO)C(=O)c2cc(NS(C)(=O)=O)ccc2O[C@@H](C)CCCCO[C@@H]1CN(C)Cc1ccc2c(c1)OCO2	45	1.9	-31	-2
CN(C)C(=O)c1ccc(-c2ccc([C@@H]3[C@H](CO)N4CCCCN(S(C)(=O)=O)C[C@@H]34)cc2)cc1	103*	1.3	2	-5
CC(C)CC#Cc1ccc2c(c1)O[C@@H](CN(C)C(=O)Nc1ccccc1)[C@@H](C)CN([C@H](C)CO)S2(=O)=O	129*	-2.7	-69	-11
CO[C@H]1CN(C)C(=O)c2ccc(NC(=O)CC(F)(F)F)cc2OC[C@H](C)N(C(=O)C2CCOCC2)C[C@@H]1C	.	2.4	10	-4
C[C@H]1CN([C@@H](C)CO)C(=O)Cc2cc(NC(=O)Nc3ccccc3)ccc2O[C@@H]1CN(C)C(=O)Nc1ccc2c(c1)OCO2	-12	-0.7	-14	-1
CCN1[C@@H]2c3ccc(-c4ccccc4)c(=O)n3C[C@H]1[C@H](CO)[C@H]2C(=O)Nc1ccccc1	99*	-0.2	11	-2
CCCC(=O)N1CC2(CCN(Cc3cccnc3)CC2)c2c([nH]c3cc(OC)ccc23)[C@H]1CO	.	-0.7	-45	-3
C[C@@H]1CN([C@@H](C)CO)C(=O)c2cc(NS(=O)(=O)c3ccc(Cl)cc3)ccc2O[C@@H](C)CCCCO[C@@H]1CN(C)C(=O)Nc1cccc2ccccc12	99*	-0.1	-75	-4
C[C@@H]1CN([C@@H](C)CO)C(=O)Cc2cc(NS(C)(=O)=O)ccc2O[C@H]1CN(C)C(=O)Nc1cccc2ccccc12	15	4.0	11	-4
CO[C@@H]1CN(C)C(=O)c2ccc(NC(=O)C3CCCC3)cc2OC[C@@H](C)N(Cc2cccnc2)C[C@H]1C	-30	0.4	.	.
CCCc1cn(CC[C@@H]2CC[C@@H](NC(=O)C3CCCCC3)[C@@H](CO)O2)nn1	-13	0.5	0	.
COc1cccc(S(=O)(=O)Nc2ccc3c(c2)C(=O)N(C)[C@@H]2CC[C@@H](CC(=O)NCC4CCCCC4)O[C@@H]2CO3)c1	-8	-1.0	-13	-7
C[C@H]1CN([C@@H](C)CO)C(=O)c2cc(NC(=O)Cc3cn(C)c4ccccc34)ccc2O[C@@H]1CN(C)S(=O)(=O)c1cccs1	32	0.7	-70	.
C[C@@H]1CCCCO[C@H](CN(C)C)[C@H](C)CN([C@H](C)CO)C(=O)c2cc(NC(=O)Nc3ccc4c(c3)OCO4)ccc2O1	-44	-1.3	.	1
COc1ccc(NC(=O)N(C)C[C@@H]2OCCCC[C@@H](C)Oc3ccc(NS(=O)(=O)c4ccc(Cl)cc4)cc3C(=O)N([C@H](C)CO)C[C@H]2C)cc1	?	-1.0	-30	3
COc1cccc(S(=O)(=O)Nc2ccc3c(c2)C(=O)N(C)[C@H]2CC[C@@H](CC(=O)NCC4CCCCC4)O[C@H]2CO3)c1	-42	-0.3	-4	13
Cc1noc(C)c1NC(=O)N(C)C[C@@H]1Oc2ccc(NC(=O)CCCCCC(=O)Nc3ccccc3N)cc2C(=O)N([C@@H](C)CO)C[C@@H]1C	-15	-2.1	8	.
Cc1noc(C)c1NC(=O)N(C)C[C@@H]1Oc2ccc(N(C)C)cc2C(=O)N([C@H](C)CO)C[C@H]1C	106*	1.5	-28	3
CCC(=O)N1CCCCN2[C@@H](CO)[C@@H](c3ccc(-c4cccc(C#N)c4)cc3)[C@@H]2C1	112*	0.9	-54	-3
C[C@H](CO)N1C[C@H](C)[C@@H](CN(C)C(=O)c2ccccc2)OCCCC[C@H](C)Oc2ccc(NC(=O)c3ccncc3)cc2C1=O	11	-0.2	-1	-3
COc1ccc(CNC(=O)C[C@@H]2C=C[C@H](NS(=O)(=O)c3cccc(OC)c3)[C@H](CO)O2)cc1	.	-0.2	.	-1
CO[C@H]1CN(C)C(=O)c2ccc(NC(=O)C3CC3)cc2OC[C@H](C)N(C(=O)C2CCOCC2)C[C@@H]1C	30	-0.2	.	.
CC(C)(C)[S@](=O)N1Cc2cc(C(=O)NCC(F)(F)F)nc(-c3cccc(-c4cccc(F)c4)c3)c2[C@@H]1CCO	34	-4.8	-57	.
CO[C@@H]1CN(C)C(=O)c2cc(NC(=O)Nc3ccccc3F)ccc2OC[C@H](C)N(C(C)=O)C[C@H]1C	19	-0.7	-54	2
C[C@@H]1CN([C@H](C)CO)C(=O)c2cc(C#Cc3ccccc3F)cnc2O[C@H]1CN(C)C(=O)Cc1ccncc1	97	-0.9	-84*	2
CC(C)NC(=O)Nc1ccc2c(c1)C(=O)N([C@@H](C)CO)C[C@H](C)[C@H](CN(C)C(=O)Nc1ccc(C(F)(F)F)cc1)O2	60	-0.2	-24	-4
COCC#Cc1cnc2c(c1)C(=O)N([C@@H](C)CO)C[C@H](C)[C@H](CN(C)Cc1ccc(-c3ccccc3)cc1)O2	121	-0.2	-25	-8
COC(=O)C[C@@H]1CC[C@H]2[C@@H](COc3ccc(NC(=O)c4ccc(F)c(F)c4)cc3C(=O)N2C)O1	-14	0.6	-5	-10
CN(C)C(=O)c1cccc(-c2ccc(C3[C@@H]4CN(Cc5ccc6c(c5)OCO6)C[C@H]3N4)cc2)c1 (some centres not stated)	.	1.0	-70	10
O=C(C[C@@H]1C=C[C@H](NC(=O)Cc2cccnc2)[C@H](CO)O1)Nc1ccc(-c2ccccc2)cc1	.	-1.9	12	-5

10 of the compounds above, with two lines to a compound:
Every second line gives: T cruzi growth	GASC1 inh	Pf Dd2 inh	C diff HTS
- Cc1noc(C)c1NC(=O)N(C)C[C@@H]1Oc2ccc(N(C)C)cc2C(=O)N([C@H](C)CO)C[C@H]1C
→ 106*	1.5	-28	3
- CCC(=O)N1CCCCN2[C@@H](CO)[C@@H](c3ccc(-c4cccc(C#N)c4)cc3)[C@@H]2C1
→ 112*	0.9	-54	-3
- C[C@H](CO)N1C[C@H](C)[C@@H](CN(C)C(=O)c2ccccc2)OCCCC[C@H](C)Oc2ccc(NC(=O)c3ccncc3)cc2C1=O
→ 11	-0.2	-1	-3
- COc1ccc(CNC(=O)C[C@@H]2C=C[C@H](NS(=O)(=O)c3cccc(OC)c3)[C@H](CO)O2)cc1
→ .	-0.2	.	-1
- CO[C@H]1CN(C)C(=O)c2ccc(NC(=O)C3CC3)cc2OC[C@H](C)N(C(=O)C2CCOCC2)C[C@@H]1C
→ 30	-0.2	.	.
- CC(C)(C)[S@](=O)N1Cc2cc(C(=O)NCC(F)(F)F)nc(-c3cccc(-c4cccc(F)c4)c3)c2[C@@H]1CCO
→ 34	-4.8	-57	.
- CO[C@@H]1CN(C)C(=O)c2cc(NC(=O)Nc3ccccc3F)ccc2OC[C@H](C)N(C(C)=O)C[C@H]1C
→ 19	-0.7	-54	2
- C[C@@H]1CN([C@H](C)CO)C(=O)c2cc(C#Cc3ccccc3F)cnc2O[C@H]1CN(C)C(=O)Cc1ccncc1
→ 97	-0.9	-84*	2
- CC(C)NC(=O)Nc1ccc2c(c1)C(=O)N([C@@H](C)CO)C[C@H](C)[C@H](CN(C)C(=O)Nc1ccc(C(F)(F)F)cc1)O2
→ 60	-0.2	-24	-4
- COCC#Cc1cnc2c(c1)C(=O)N([C@@H](C)CO)C[C@H](C)[C@H](CN(C)Cc1ccc(-c3ccccc3)cc1)O2
→ 121	-0.2	-25	-8

More records follow:
SMILES	T cruzi growth	GASC1 inh	Pf Dd2 inh	C diff HTS
COc1ccc(NC(=O)N(C)C[C@@H]2Oc3ccc(NC(=O)c4ccncc4)cc3C(=O)N([C@H](C)CO)C[C@@H]2C)cc1	44	-0.7	-4	2
O=C(Nc1ccccc1)N1C[C@H]2[C@@H](c3ccccc31)[C@H](CO)N2C(=O)c1cccnc1	-27	-1.3	12	3
COc1ccc(CN(C)C[C@@H]2OCCCC[C@@H](C)Oc3ccc(NC(=O)c4ccncc4)cc3C(=O)N([C@@H](C)CO)C[C@@H]2C)cc1	-21	1.6	-5	-1
C[C@@H]1CN([C@H](C)CO)S(=O)(=O)c2ccc(-c3cccc(F)c3)cc2O[C@H]1CN(C)S(C)(=O)=O	-35	-0.7	-21	.
CN1CCN(C(=O)C[C@H]2CC[C@H]3[C@@H](COC[C@H](O)CN3C(=O)Nc3ccc4c(c3)OCO4)O2)CC1	0	19	14	3&-2
CO[C@H]1CN(C)C(=O)c2cc(NC(=O)C3CCOCC3)ccc2OC[C@@H](C)N(Cc2nccs2)C[C@H]1C	-73	-1.0	7	.
C[C@@H]1CN([C@H](C)CO)C(=O)c2cccc(NC(=O)c3cnccn3)c2O[C@@H]1CN(C)Cc1ccc(C(=O)O)cc1	-12	2.9	4	1
Cc1ccc(S(=O)(=O)Nc2ccc3c(c2)C(=O)N([C@@H](C)CO)C[C@H](C)[C@H](CN(C)C(=O)NC2CCCCC2)O3)cc1	20	-2.7	-21	-3
COCC#Cc1ccc2c(c1)O[C@H](CN(C)C(=O)C1CCOCC1)[C@H](C)CN([C@H](C)CO)S2(=O)=O	-5	2.1	13	2
CNC[C@H]1OCCCC[C@@H](C)Oc2ccc(NC(=O)Nc3cccc4ccccc34)cc2C(=O)N([C@@H](C)CO)C[C@H]1C	70	-1.1	10	1
CO[C@H]1CN(C)C(=O)c2cc(NC(=O)CC(F)(F)F)ccc2OC[C@H](C)N(C(=O)C2CC2)C[C@@H]1C	.	1.5	34	-3
C[C@@H](NC(=O)C[C@H]1C=C[C@H](NC(=O)c2cccnc2)[C@H](CO)O1)c1ccccc1	23	0.4	6	-1
COc1ccc(NC(=O)Nc2ccc3c(c2)CC(=O)N([C@@H](C)CO)C[C@H](C)[C@H](CN(C)C(=O)Nc2ccc(C(F)(F)F)cc2)O3)cc1	23	-0.3	13	-2
CNC[C@@H]1Oc2c(NC(=O)NC(C)C)cccc2C(=O)N([C@@H](C)CO)C[C@H]1C	.	-0.1	15	4
O=C(C[C@H]1C[C@H]2c3cc(NS(=O)(=O)c4ccccc4)ccc3O[C@H]2[C@H](CO)O1)NC1CCCCC1	-71	-0.5	-31	.
COc1ccc(NC(=O)Nc2ccc3c(c2)[C@H]2C[C@H](CC(=O)NCc4ccccc4F)O[C@H](CO)[C@H]2O3)cc1	16	-6.0	-52	0
O=C(NCC[C@H]1CC[C@@H](NC(=O)C2CCCCC2)[C@H](CO)O1)Nc1ccc(Cl)cc1	3	0.8	-5	.
CCCNC(=O)N(C)C[C@@H]1Oc2ncc(C#CC3CC3)cc2C(=O)N([C@H](C)CO)C[C@H]1C	77	0.1	25	.
O=C(c1cccnc1)N1CC(=O)N2[C@H](CO)[C@@H](c3ccc(-c4ccc(F)cc4)cc3)[C@H]2C1	.	0.6	4	0
O=C(C[C@@H]1CC[C@@H](NC(=O)C2CC2)[C@H](CO)O1)NCC1CC1	.	0.1	.	-1
COc1ccc(CN(C)C[C@H]2Oc3c(NC(=O)c4cc(C)nn4C)cccc3C(=O)N([C@H](C)CO)C[C@@H]2C)cc1	9	2.3	-19	6
COc1ccc(-c2cnc3c(c2)C(=O)N([C@H](C)CO)C[C@H](C)[C@@H](CN(C)S(=O)(=O)c2ccc(OC)cc2)O3)cc1	88	1.0	-70	.
C[C@H](CO)N1C[C@H](C)[C@@H](CN(C)Cc2ccc(C(=O)O)cc2)Oc2ccc(NC(=O)CCN3CCOCC3)cc2C1=O	-21	.	-6	.
C[C@@H]1CN([C@@H](C)CO)S(=O)(=O)c2ccc(-c3cncnc3)cc2O[C@H]1CN(C)Cc1ccncc1	72	0.2	-14	0
C[C@H]1CN([C@@H](C)CO)C(=O)c2cccc(NC(=O)C3CCOCC3)c2O[C@H]1CN(C)S(=O)(=O)c1cn(C)cn1	-60	0.5	28	-6
O=C(C[C@H]1CC[C@H](NC(=O)CCN2CCCCC2)[C@H](CO)O1)Nc1ccc(-c2ccccc2)cc1	-232	-0.5	-19	.
O=C(CN1CCOCC1)NCC[C@@H]1CC[C@H](NC(=O)c2ccc3c(c2)OCO3)[C@@H](CO)O1	-17	0.7	6	.
C[C@@H]1CN([C@@H](C)CO)C(=O)c2cc(C#CCN(C)C)cnc2O[C@@H]1CN(C)C(=O)c1ccc(F)cc1	-54	3.7	13	-4
